Growth percent in the NCI-60 one-dose screen (48 h, 10 µM unless noted): 100 = growth as untreated, 0 = no growth, -100 = all killed.
SK-MEL-28: SK-MEL-28 melanoma. 81,000 compounds, 4.1% hits
SK-MEL-5: SK-MEL-5 melanoma; 80,000 compounds, 6.4% hits; AID 1794755
SK-MEL-2: SK-MEL-2 melanoma; 77,000 compounds, 4.7% hits; AID 1794763
T-47D: T-47D breast cancer | 79,000 compounds, 5% hits
HS 578T: HS 578T breast cancer; 78,000 compounds, 4.1% hits
MALME-3M: MALME-3M melanoma; 78,000 compounds, 5.8% hits; AID 1794766
UACC-257: UACC-257 melanoma. 78,000 compounds, 4.4% hits
LOX IMVI: LOX IMVI melanoma; AID 1794757; 79,000 compounds, 7.4% hits
Starred values were filed as active, the others as inactive; / = not tested or not shown; & = joins results of further samples. The calls were made as follows: active = growth percent below 10; inactive = the rest.

Screens by letter – A = SK-MEL-28; B = SK-MEL-5; C = SK-MEL-2; D = T-47D; E = HS 578T; F = MALME-3M; G = UACC-257; H = LOX IMVI
molecule: COC(=O)[C@@]1(CCSC)N[C@H](c2ccc(C)s2)[C@@H]2C(=O)N(c3ccc(Cl)cc3)C(=O)[C@@H]21
  A: 101	B: 98	C: 115	D: 86	E: 101	F: 99	G: 103	H: 99
molecule: COc1ccc(C(=O)C(C(c2ccccc2)N2CCOCC2)N2CCOCC2)cc1 (stereo not given)
  A: 105	B: 97	C: 84	D: 95	E: 99	F: 96	G: 90	H: 93
molecule: COC(=O)c1ccc(N=NN(C)C)cc1
  A: 108	B: 108	C: 117	D: 101	E: 107	F: 93	G: 101	H: 102
molecule: COc1ccc(C2N(C)c3ccccc3N2C)cc1
  A: 114	B: 107	C: 105	D: 111	E: 106	F: 107	G: 104	H: 100
molecule: C=C[C@@]1(C)CC(=O)[C@@]2(O)[C@](C)(O1)[C@@H](OC(C)=O)[C@@H](O)C1C(C)(C)CC[C@H](O)[C@@]12C (stereo not given in full)
  A: 122	B: /	C: 122	D: 102	E: 79	F: 98	G: 110	H: 92
molecule: O=C(CC(=O)c1cccc(Cl)c1)c1cccc(Cl)c1
  A: 56	B: 37	C: 60	D: 37	E: 74	F: 65	G: 53	H: 33
molecule: O=C1C=CC2(NN=C(c3ccccc3)N2c2cccc(Cl)c2)C(Cl)=C1 (stereo not given)
  A: 111	B: 92	C: /	D: 38	E: /	F: 107	G: 78	H: 71
molecule: CC1(C)CC(C(=O)O)C(=O)O1 (stereo not given)
  A: 102	B: 102	C: 111	D: 88	E: /	F: 116	G: 97	H: 99
molecule: CCCCC(C=O)(C=C=C(C)C)CC (stereo not given)
  A: 101	B: 104	C: 111	D: 111	E: 112	F: 98	G: 98	H: 97
molecule: CCOC(=O)c1c(C)nc2c(c1N)CC(=O)N2Cc1ccc(C)cc1
  A: 110	B: 89	C: 109	D: 69	E: 99	F: 99	G: 101	H: 94
molecule: CC(=O)OC1CCC2(C)C(CCC3C2C/C(=N\O)C2(C)C(C(C)OC(C)=O)CCC32)C1 (stereo not given)
  A: 101	B: 94	C: /	D: 94	E: 95	F: 96	G: 104	H: 89
molecule: COc1cc2oc(-c3cccc(NC(=O)Nc4ccccc4Br)c3)cc(=O)c2c(OC)c1OC
  A: 98	B: 76	C: 96	D: /	E: 102	F: 99	G: /	H: 93
molecule: CN1CCN(c2ccc(Nc3nc(NCCNS(=O)(=O)c4ccc(F)cc4)c4sccc4n3)cc2)CC1
  A: 99	B: 96	C: 109	D: 88	E: 80	F: 106	G: 116	H: 120
molecule: CC12CCC(C(=O)CC1=O)C2(C)C (stereo not given)
  A: 106&106	B: 104&100	C: 110	D: 93&105	E: 120&108	F: 87&105	G: 92&103	H: 95&97
molecule: Cc1cc(C)c2c(n1)sc1c2[nH]c(=O)c2nnn(-c3ccccc3)c21
  A: 107	B: 97	C: 106	D: 92	E: 105	F: 106	G: /	H: 99
molecule: CN(C)C=C(S(C)(=O)=O)S(C)(=O)=O
  A: 105	B: 104	C: 111	D: 111	E: 94	F: 88	G: 95	H: 90
molecule: NS(=O)(=O)c1ccc(-n2nc(-c3ccccc3)ccc2=O)cc1
  A: 104	B: 109	C: 101	D: 94	E: 106	F: 83	G: 111	H: 104
molecule: CC(=O)c1ccc(OC(=O)c2cc(-c3ccc(S(C)(=O)=O)cc3)nc3ccccc23)cc1
  A: 104	B: 100	C: 102	D: 79	E: 91	F: 98	G: 114	H: 97
molecule: CCN(CC)CCN(C(=O)Oc1ccccc1)c1ccccc1
  A: 105	B: 100	C: 91	D: 95	E: 98	F: /	G: 94	H: 93
molecule: COc1ccc(C2CC(c3ccc4ccccc4c3)=NN2/C=C2\SC(=S)N(NC(=O)Cc3ccccc3Nc3c(Cl)cccc3Cl)C2=O)cc1 (stereo not given)
  A: 57	B: 20	C: 39	D: 19	E: 13	F: 53	G: 56	H: 37
molecule: O=C(CN1CCCCC1)Nc1nc(-c2cc3ccccc3oc2=O)cs1
  A: 102	B: 96	C: 112	D: 88	E: 93	F: 103	G: 102	H: 101
molecule: CN(C)C1c2cc3ccccc3nc2-c2ccccc2C1(C)C (stereo not given)
  A: 115	B: 104	C: 106	D: 23	E: 95	F: 81	G: 77	H: 93
molecule: C=CCn1c(SCC(=O)Nc2ccc(OC)cc2)nnc1-c1cc(-c2ccc(S(C)(=O)=O)cc2)nc2ccccc12
  A: 98	B: 83	C: 96	D: 72	E: 89	F: 92	G: 101	H: 94
molecule: CCOc1ccc(N=Nc2sc(=O)[nH]c2S)cc1
  A: 106	B: 94	C: 102	D: 85	E: 109	F: 106	G: 95	H: 91
molecule: c1ccc(Cc2nnc3sc(C4COc5ccccc5O4)nn23)cc1 (stereo not given)
  A: 102	B: 98	C: 102	D: 103	E: 108	F: 88	G: 94	H: 101

Another view of part of the listing above:
Molecule,SK-MEL-28,SK-MEL-5,SK-MEL-2,T-47D,HS 578T,MALME-3M,UACC-257,LOX IMVI
COC(=O)[C@@]1(CCSC)N[C@H](c2ccc(C)s2)[C@@H]2C(=O)N(c3ccc(Cl)cc3)C(=O)[C@@H]21,101,98,115,86,101,99,103,99
COc1ccc(C(=O)C(C(c2ccccc2)N2CCOCC2)N2CCOCC2)cc1 (stereo not given),105,97,84,95,99,96,90,93
COC(=O)c1ccc(N=NN(C)C)cc1,108,108,117,101,107,93,101,102

(cont.)
Screens by letter – A = SK-MEL-28; B = SK-MEL-5; C = SK-MEL-2; D = T-47D; E = HS 578T; F = MALME-3M; G = UACC-257; H = LOX IMVI
molecule: COc1ccc2nc(-c3ccc(-c4noc(-c5ccc(F)cc5)n4)cc3)[nH]c2c1
  A: 103	B: 101	C: /	D: 87	E: 90	F: 91	G: 110	H: 94
molecule: CN(C)CC(O)c1ccc2cc(Br)c3ccccc3c2c1 (stereo not given)
  A: 33	B: 62	C: 102	D: 69	E: 75	F: 97	G: 99	H: 29
molecule: CC(CO)NC(Cc1ccccc1)c1ccccc1 (stereo not given)
  A: 102	B: 102	C: 105	D: 104	E: 107	F: 81	G: 124	H: 96
molecule: Cc1c(C(N)=O)sc2nc(SCc3nnc(-c4ccc(Cl)cc4)o3)n(Cc3ccccc3)c(=O)c12
  A: 109	B: /	C: 109	D: 90	E: 115	F: /	G: 102	H: /
molecule: CCOP(=O)(OCCCl)c1nc(-c2ccc(C)cc2)oc1NCc1ccccc1 (stereo not given)
  A: 108	B: 85	C: 87	D: 48	E: 75	F: 102	G: 93	H: /
molecule: O=C(Nc1ncc(Cc2ccc(Cl)cc2)s1)c1ccc2c(c1)OCCO2
  A: 76	B: -21*	C: 41	D: 46	E: 24	F: 58	G: 44	H: 31
molecule: O=C1/C(=C\c2ccccc2)C(Br)c2ccccc21 (stereo not given)
  A: 104	B: 95	C: 88	D: 88	E: 127	F: 90	G: 90	H: 84
molecule: CN(C)C1CCN(Cc2ccccc2)CC1
  A: 98	B: 103	C: 112	D: 94	E: 94	F: 122	G: 105	H: 95
molecule: Cc1cc(=O)cc(C)o1
  A: 109	B: 108	C: /	D: 97	E: 127	F: 118	G: 113	H: 98
molecule: CN(C)CCCOc1c(Br)cc(/C=C/C(=O)N(C)CCc2cc(Br)c(OCCCN(C)C)c(Br)c2)cc1Br
  A: -49*	B: 64	C: 89	D: 93	E: 76	F: -62*	G: 72	H: -23*
molecule: Cc1nc2ccc(Cl)cn2c1-c1nnc(SCc2c(F)c(F)c(F)c(F)c2F)o1
  A: 99	B: 95	C: 103	D: 81	E: 87	F: 101	G: 89	H: 91
molecule: Clc1cc(Br)c(Cl)cc1Br
  A: 116	B: 102	C: 96	D: 96	E: 99	F: 99	G: /	H: 94
molecule: CS(=O)(=O)c1ccc(-n2nc(C(=O)NCc3ccccc3)cc2-c2ccc(Cl)cc2)cc1
  A: 112	B: 72	C: 93	D: 67	E: 110	F: 112	G: 99	H: 89
molecule: COC(=O)c1ccccc1NC(=O)CCl
  A: 95	B: 95	C: 99	D: 98	E: 118	F: 97	G: /	H: 98
molecule: CCN(CC)CCCC(C)Nc1ccc2cc(OC)ccc2n1 (stereo not given)
  A: 108	B: 107	C: 116	D: 103	E: 100	F: 114	G: 95	H: 102
molecule: NS(=O)(=O)c1ccc(CCN2C(=O)c3ccc(C(=O)O)cc3C2=O)cc1
  A: 106	B: 100	C: 108	D: 110	E: 101	F: 93	G: 101	H: 99
molecule: COc1ccc(-c2nc3sccn3c2/C=C/C(=O)c2cc(OC)c(OC)c(OC)c2)cc1OC
  A: 53	B: 5.8*	C: -7.9*	D: 4.8*	E: 3.8*	F: 38	G: 25	H: 9.6*
molecule: CN(C)CCOC(=O)Oc1c(Cl)cc(Cl)c(Cl)c1[N+](=O)[O-]
  A: 115	B: 100	C: 93	D: 108	E: 108	F: 110	G: 91	H: 101
molecule: CCOC(=O)Cc1csc(NC(=O)c2ccc(-n3c(=O)[nH]c4ccccc4c3=O)cc2)n1
  A: 103	B: 97	C: 98	D: 76	E: 83	F: 92	G: 106	H: 92
molecule: CC(C)C(C(=O)O)N1C(=O)/C(=C/c2ccc(O)c(O)c2)SC1=S (stereo not given)
  A: 101	B: 102	C: 135	D: 97	E: 107	F: 99	G: 102	H: 109
molecule: Cc1ccccc1OCC(O)CN1CCCC1 (stereo not given)
  A: 114	B: 112	C: 118	D: 98	E: 112	F: 116	G: 110	H: 97
molecule: COC(=O)c1nnn(-c2cc(Cl)ccc2Cl)c1N
  A: 96	B: 104	C: 123	D: /	E: 92	F: 90	G: 94	H: 98
molecule: COC1=C[C@]23CCCN2CCc2cc4c(cc2[C@@H]3[C@@H]1OC(=O)C(C)(C)O)OCO4
  A: 91	B: 86	C: 88	D: 89	E: 97	F: 66	G: 94	H: 61
molecule: COc1cccc(COc2ccc(NC(=O)Nc3ccccc3)cc2)c1
  A: 87	B: 86	C: 83	D: 65	E: 72	F: 82	G: 89	H: 69
molecule: O=c1[nH]cnc(O)c1-c1cc2ccccc2[nH]1
  A: 119	B: /	C: 99	D: 110	E: 96	F: 98	G: 115	H: 98
molecule: CC(=O)/C(=C\c1c(-c2ccccc2)[nH]c2ccccc12)S(C)(=O)=O
  A: 34	B: -6.3*	C: 60	D: 1.3*	E: 3.3*	F: 33	G: 60	H: 33
molecule: C=C(C)[C@@H]1CC[C@]2(C(=O)O)CC[C@]3(C)[C@H](CC[C@@H]4[C@@]5(C)C/C(=C/c6ccc(Br)cc6)C(=O)C(C)(C)[C@@H]5CC[C@]43C)[C@@H]12
  A: 69	B: 36	C: 65	D: 21	E: 77	F: 70	G: 57	H: /
molecule: CCOC(=O)c1c2c(n3cc(C)ccc13)C(=O)c1ccccc1C2=O
  A: 116	B: 82	C: 81	D: 93	E: 97	F: 99	G: 88	H: 76
molecule: CC1OC(n2c3ccccc3c3c4c(c5c6ccccc6[nH]c5c32)C(=O)N(CCN[C@@H]2CCC[C@H]2N)C4=O)CC(O)C1O (stereo not given in full)
  A: 45	B: -49*	C: 47	D: 20	E: 30	F: 25	G: 30	H: 0.4*
molecule: CC1(C)c2ccccc2C(=O)C1Cc1ccccc1 (stereo not given)
  A: 110	B: 119	C: 102	D: 87	E: 64	F: 114	G: 99	H: 103
molecule: O=c1oc2ccc(Cl)cc2c(=O)n1-c1ccc(F)cc1F
  A: 22	B: -67*	C: -26*	D: -11*	E: 8.5*	F: -24*	G: -13*	H: 18
molecule: COc1ccc2oc3c4[nH]c5ccccc5c4c4c(c3c2c1)C(=O)N(O)C4=O
  A: 106	B: 101	C: 107	D: 98	E: 90	F: 105	G: 106	H: 116
molecule: Nc1ccccc1-c1ccc(-c2ccc(Br)cc2)c2c1[nH]c1ccccc12
  A: 95	B: 97	C: 92	D: 62	E: 93	F: 97	G: 90	H: 89
molecule: O=C1NCCO1
  A: 121	B: 106&107	C: 104&101	D: 110&95	E: 116	F: 96	G: 107&99	H: 104&100
molecule: C=C1C(=O)O[C@H]2[C@H]1CC/C(COC(=O)/C=C\C(=O)NCc1ccc(Cn3c(=O)sn(CCI)c3=O)cc1)=C\CC[C@@]1(C)O[C@@H]21
  A: 40	B: 101	C: 75	D: 58	E: 89	F: -30*	G: 68	H: 14
molecule: COc1ccc(C(=O)c2cc(OC)c(OC)c(OC)c2)cc1/C=C/C(=O)c1ccc(OC)c(OC)c1
  A: 22	B: 21	C: 21	D: 35	E: 32	F: 57	G: 49	H: 11

Just SK-MEL-2, for some of the entries so far:
SMILES	SK-MEL-2
CC1OC(n2c3ccccc3c3c4c(c5c6ccccc6[nH]c5c32)C(=O)N(CCN[C@@H]2CCC[C@H]2N)C4=O)CC(O)C1O (stereo not given in full)	47
CC1(C)c2ccccc2C(=O)C1Cc1ccccc1 (stereo not given)	102
O=c1oc2ccc(Cl)cc2c(=O)n1-c1ccc(F)cc1F	-26*
COc1ccc2oc3c4[nH]c5ccccc5c4c4c(c3c2c1)C(=O)N(O)C4=O	107

Source: PubChem BioAssay
